Bioassay records from PubChem BioAssay.
Mtb BioA inh: blocks M. tuberculosis BioA enzyme activity | hit rate 0.096% among 360,000 | inhibition, % at 9.99 µM | purified M. tuberculosis BioA enzyme, plate reader; in the data active = inhibition above about 40%; inconclusive = no clear call, values can overlap the other calls
Rv3671c inh: Rv3671c (M. tuberculosis) protease inhibition; P9WHR9; hit rate 0.048% among 320,000; inhibition, % at 5.96 µM; AID 2606; in the data active = inhibition above about 38%;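 also: extracellular domain of Rv3671c used as enzyme; 0% = enzyme with DMSO and 100% = no enzyme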
CCHFV vOTU inh: blocks the CCHF virus ovarian tumor domain protease; CCHFV vOTU protease, Pep-AMC fluorescence; inhibition, % at 11.5 µM; hit rate 0.55% among 370,000; AID 651958; also: 0% = vehicle wells with enzyme and 100% = no enzyme wells
BoNT F protease: blocks Botulinum neurotoxin F light chain protease; AID 588497; hit rate 0.22% among 360,000; inhibition, % at 10 µM; Multiplex microsphere protease cleavage assay, flow cytometry; in the data active = inhibition above about 35%, passing the limit was not always enough; inconclusive = no clear call, values can overlap the other calls; also: plate controls were buffer without enzyme for full effect and enzyme alone for no effect
GDH-TPI counter: inhibits GDH-TPI coupling enzymes, artifact for Mtb FBA screen | hit rate 1.2% among 360,000 | inhibition, % at 4.8 µM | AID 588335 | GDH-TPI coupled enzyme counterscreen, NADH absorbance;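 also: 0% = DMSO wells and 100% = wells lacking the enzyme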
FadD28 FP inh: inhibitors of Mycobacterium tuberculosis FadD28 bisubstrate binding | FadD28 bisubstrate probe binding, fluorescence polarization | AID 588549 | hit rate 0.22% among 360,000 | inhibition, % at 12.5 µM; in the data active = inhibition above about 8.5%, passing the limit was not always enough; inconclusive = no clear call, values can overlap the other calls
Mtb FBA inh: Mtb fructose-bisphosphate aldolase inhibition | P9WQA3 | purified M. tuberculosis FBA, fluorescence read-out | inhibition, % at 1 µM | hit rate 2.3% among 360,000 | AID 588726; in the data active = inhibition above about 27%;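 also: 0% = vehicle and 100% = reference inhibitor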
Target sequence (P9WQA3 whole entry, looked up): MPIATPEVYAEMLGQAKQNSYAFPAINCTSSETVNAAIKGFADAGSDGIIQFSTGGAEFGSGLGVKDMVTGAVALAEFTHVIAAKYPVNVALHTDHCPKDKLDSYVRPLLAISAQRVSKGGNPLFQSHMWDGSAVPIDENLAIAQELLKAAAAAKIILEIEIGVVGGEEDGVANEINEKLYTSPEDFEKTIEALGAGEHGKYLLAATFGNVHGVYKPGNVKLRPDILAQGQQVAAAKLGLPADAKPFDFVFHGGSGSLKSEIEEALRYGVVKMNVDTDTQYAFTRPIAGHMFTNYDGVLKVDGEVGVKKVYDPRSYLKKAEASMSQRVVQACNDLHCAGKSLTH
MazF activator: increases E. coli MazEF RNase cleavage of RNA | FAM/BHQ RNA-DNA oligo cleavage fluorescence, 5 h | activation, % at 20 µM | P0AE70 | AID 504720 | hit rate 0.32% among 350,000; in the data active = activation above about 50%
Target sequence (P0AE70 whole entry, looked up): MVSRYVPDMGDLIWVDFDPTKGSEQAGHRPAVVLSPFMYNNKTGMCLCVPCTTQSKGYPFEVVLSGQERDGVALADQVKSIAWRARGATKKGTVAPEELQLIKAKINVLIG
DUSP3 inh: blocks human VHR1 dual specificity phosphatase | P51452 | recombinant VHR phosphatase, pNPP absorbance | inhibition, % at 13.3 µM | hit rate 0.52% among 290,000 | AID 1654; in the data active = inhibition above about 50%; also: some compounds called inactive have numbers as strong as hits
Target sequence (P51452 whole entry, looked up): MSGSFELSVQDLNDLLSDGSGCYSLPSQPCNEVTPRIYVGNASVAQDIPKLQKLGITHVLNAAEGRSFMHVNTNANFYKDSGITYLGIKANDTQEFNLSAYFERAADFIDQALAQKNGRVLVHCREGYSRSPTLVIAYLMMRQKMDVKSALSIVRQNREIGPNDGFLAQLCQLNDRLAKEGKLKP
UGM FP inh: blocks M. tuberculosis UGM enzyme | purified UGM, fluorescence polarization probe displacement | inhibition, % at 10 µM | hit rate 0.06% among 320,000 | P9WIQ1; in the data active = inhibition above about 10%, passing the limit was not always enough; inconclusive = no clear call, values can overlap the other calls
Target sequence (P9WIQ1 whole entry, looked up): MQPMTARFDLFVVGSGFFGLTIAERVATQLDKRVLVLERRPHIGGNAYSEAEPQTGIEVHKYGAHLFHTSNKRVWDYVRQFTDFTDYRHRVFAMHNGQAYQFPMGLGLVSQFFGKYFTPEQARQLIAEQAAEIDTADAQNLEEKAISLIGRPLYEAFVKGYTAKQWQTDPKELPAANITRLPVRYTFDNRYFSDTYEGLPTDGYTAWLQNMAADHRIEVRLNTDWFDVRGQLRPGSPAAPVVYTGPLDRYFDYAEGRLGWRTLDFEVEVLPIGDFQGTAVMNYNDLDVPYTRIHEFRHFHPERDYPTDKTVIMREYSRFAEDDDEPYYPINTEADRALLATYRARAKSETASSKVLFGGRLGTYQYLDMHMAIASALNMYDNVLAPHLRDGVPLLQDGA
* = called active by the depositor; u = inconclusive; x = no result given; & = joins results of further samples. Rule as the data show it, unless noted: active = inhibition above about 30%; inactive = the rest.

A first look (2 entries):
SMILES	Mtb BioA inh	Rv3671c inh	CCHFV vOTU inh	BoNT F protease	GDH-TPI counter	FadD28 FP inh	Mtb FBA inh	MazF activator	DUSP3 inh	UGM FP inh
O=C(Cc1ccc(Cl)cc1)NCc1nc(-c2ccccc2)no1	x	10.1	x	3.9	6.3	-1.5	1.6	x	-23.5	0.3
COc1cc(CNC2CCCCCCC2)c(Br)cc1OCCO	-1.1	1.1	-1.7	-2.4	-5.7	-3.7	0.5	3.6	13.4	0.4

The whole of this part (from the top)
SMILES	Mtb BioA inh	Rv3671c inh	CCHFV vOTU inh	BoNT F protease	GDH-TPI counter	FadD28 FP inh	Mtb FBA inh	MazF activator	DUSP3 inh	UGM FP inh
O=C(Cc1ccc(Cl)cc1)NCc1nc(-c2ccccc2)no1	x	10.1	x	3.9	6.3	-1.5	1.6	x	-23.5	0.3
COc1cc(CNC2CCCCCCC2)c(Br)cc1OCCO	-1.1	1.1	-1.7	-2.4	-5.7	-3.7	0.5	3.6	13.4	0.4
COc1ccccc1C(=O)COC(=O)CSCC(=O)Nc1cc(C)on1	1.2	-8.1	-6.3	x	10.9	-3.2	0.3	-0.4	x	7.0
CCOc1cc(NC(=S)NCC2CCCO2)c(OCC)cc1NC(=O)CC(C)C (stereo not drawn)	x	3.5	-6.9	-3.4	-4.3	0.8	-1.2	11.9	18.5	0.9
CC12CCC(C(=O)Nc3nc4ccccc4s3)(OC1=O)C2(C)C (stereo not drawn)	-0.8	3.1	13.1	-4.5	1.2	-4.4	0.6	-1.6	15.1	1.5
Cc1ccsc1C(=O)NN=C1CCCCCC1	-1.7	2.0	13.3	-2.1	9.1	-1.2	3.3	7.5	52.8*	1.6
OC[C@@H]1CN(Cc2ccc(Cl)cc2)C[C@H](n2cnc3c(NCc4ccncc4)ncnc32)O1	-2.7	x	8.2	4.2	1.8	-1.3	5.2	x	x	x
CCOc1ccccc1/C=N/NC(=O)C[n+]1ccccc1	-1.0	3.6	11.8	1.9	-1.8	-2.9	0.7	2.9	x	-2.2
CCC(C)NCC(=O)Nc1ccc([N+](=O)[O-])cc1C(=O)Nc1ccccc1F (stereo not drawn)	1.1	-5.1	9.3	-3.7	4.9	1.6	-4.2	4.5	23.8	-0.7
CCN(Cc1ccccc1)S(=O)(=O)c1ccc(C(=O)N(CCCN(C)C)c2nc3c(F)cccc3s2)cc1	0.5	0.8	1.6	x	2.1	-4.5	-0.8	4.8	17.5	-2.9
COC(=O)c1c(NC(C)=O)sc(C(=O)Nc2ccccc2C)c1C	x	6.2	2.4	-10.0	6.5	0.1	0.7	0.2	11.8	3.1
O=c1c2ccccc2ncn1CCc1ccncc1	x	x	-0.5	-4.0	-5.0	-4.4	-1.2	4.5	x	x
COCC(C)n1c(C)cc(C(=O)CSc2ccc(NC(C)=O)cc2)c1C (stereo not drawn)	0.8	0.2	13.2	4.1	7.6	-1.8	2.3	-4.0	43.9	1.3
O=C(COC(=O)COc1ccccc1[N+](=O)[O-])Nc1ccc2c(c1)OCO2	-2.2	7.4	4.6	-17.0	6.2	-0.3	1.6	9.5	x	0.3
CCCC1CC(c2csc(N)n2)CCO1 (stereo not drawn)	-2.3	-7.1	-5.2	5.5	0.0	-1.5	0.2	-5.6	29.5	0.5
O=C(c1ccc(Oc2ccc([N+](=O)[O-])cc2Cl)cc1)N1CCCC1	x	6.0	-8.2	-6.1	-2.8	-4.0	-1.6	-5.6	-2.4	-4.7
CN(CC(=O)Nc1ccccc1Br)C(=O)c1ccncc1	-1.4	1.9	-7.9	-4.6	3.1	-0.9	1.5	-30.6	1.2	4.1
O=C(CCCCCCN1C(=O)c2ccccc2C1=O)Nc1nccs1	-1.3	0.6	10.7	9.6	-0.6	-4.0	-10.9	3.0	17.6	-4.3
CCOc1ccc(NC(=O)CCN2CCN(S(=O)(=O)c3cc(Cl)ccc3OC)CC2)cc1	2.6	-4.5	8.6	-1.3	2.9	-7.5	-2.1	0.9	6.5	-0.1
NS(=O)(=O)c1ccc(N2N=C(c3ccccc3)CC2c2cccc(Cl)c2)cc1 (stereo not drawn)	-2.9	x	-113.6	0.1	18.8	-1.4	178.0*	11.3	x	x
CN(C)C(=O)c1cn(-c2ccccc2)nc1-c1cccs1	-0.1	-0.8	-3.1	-0.3	-7.3	-0.7	1.8	3.0	-2.4	1.6
CCOc1ccc(N=C2NC(=O)S/C2=C\c2ccc(OC)cc2)cc1	-2.0	-5.5	-4.4	-3.5	19.2	-0.7	-1.2	2.8	13.3	0.2
Cn1c(/N=C/c2ccc3c(c2)OCO3)nc2ccccc21	-0.3	-1.4	-9.8	-1.4	13.1	0.5	1.9	2.0	28.7	-0.4
CC1CN(c2oc(Cc3cccc4ccccc34)nc2C#N)CC(C)O1 (stereo not drawn)	x	1.1	1.4	-5.7	-11.2	-3.1	-0.8	-2.1	23.4	-0.5
COc1cccc(C2C(C(=O)c3cccs3)=C(O)C(=O)N2CCN2CCOCC2)c1 (stereo not drawn)	-0.7	2.1	3.5	12.0	20.0	0.5	0.6	-5.0	26.3	-2.5
CCN(CC(=O)Nc1ccccc1C(F)(F)F)C(=O)CN1C(=O)NC(C)(c2ccc3ccccc3c2)C1=O (stereo not drawn)	-0.9	x	-0.4	-11.7	-6.6	-3.2	-1.6	1.0	x	x
CCC1(C)NC(=O)N(CC(=O)N2CCC(Cc3ccccc3)CC2)C1=O (stereo not drawn)	-1.8	0.2	-11.8	u	2.5	-2.6	-1.5	-3.9	x	0.2
O=C(Cc1n[nH]c(=O)c2ccccc12)OCC(=O)N(Cc1ccccc1)Cc1ccccc1	2.6	0.3	8.8	-4.1	-8.1	-6.8	0.0	12.7	29.4	-0.7
Cc1ccc(Oc2ccccc2NC(=O)C2=COCCO2)cc1	x	-5.6	5.5	9.3	9.2	-2.6	5.3	-0.7	x	-1.4
O=C(c1ccco1)N1CCCC(c2nc3c(nnn3Cc3ccccc3)c(=O)[nH]2)C1 (stereo not drawn)	14.2	7.9	14.8	-1.7	-6.2	-1.1	-1.4	8.7	11.8	-0.2
Cc1cc(C)c(C#N)c(SCC(=O)Nc2ccc(S(=O)(=O)Nc3onc(C)c3C)cc2)n1	1.4	3.1	7.6	-6.2	-0.5	-0.7	2.9	0.4	42.7	-1.0
CC1C(=O)N2CCCc3cc(S(=O)(=O)N(C)Cc4ccccc4)cc1c32 (stereo not drawn)	0.8	0.5	3.6	2.0	2.4	1.5	-2.3	1.9	-47.6	-0.4
O=C(c1cccs1)N1CCCc2ccccc21	-0.6	-9.0	-8.3	1.8	9.4	-4.4	-1.1	-11.5	12.1	1.7
C=CCn1c(SCc2cccc(OC)c2)nnc1-c1ccncc1	2.8	3.8	4.4	u	11.4	-0.5	3.3	7.2	-3.6	4.7
Cc1c(C)c2ccc(OCC(=O)N3CCOCC3)c(C)c2oc1=O	6.5	-0.7	-28.8	-1.4	8.2	-0.3	81.3*	-5.3	8.5	4.9
CC(=O)Nc1cccc(-c2ccnc3c2CC(C)(C(=O)NCc2ccco2)O3)c1 (stereo not drawn)	5.2	x	-6.6	-1.9	8.0	0.4	-0.4	x	x	x

Looked up above:
Result for OC[C@@H]1CN(Cc2ccc(Cl)cc2)C[C@H](n2cnc3c(NCc4ccncc4)ncnc32)O1 in Mtb FBA inh: 5.2
Result for CCCC1CC(c2csc(N)n2)CCO1 (stereo not drawn) in DUSP3 inh: 29.5

Other compounds
SMILES	Mtb BioA inh	Rv3671c inh	CCHFV vOTU inh	BoNT F protease	GDH-TPI counter	FadD28 FP inh	Mtb FBA inh	MazF activator	DUSP3 inh	UGM FP inh
CCCn1c(=NC(=O)CCS(=O)(=O)c2ccccc2)sc2cc(S(N)(=O)=O)ccc21	2.0	-12.8	-7.0	15.8	12.6	-2.7	4.3	-2.6	x	0.0
CC1=Nn2c(nc(-c3ccccc3)c2-c2ccccc2)NC(=O)C1Br (stereo not drawn)	5.0	8.5	5.7	1.5	0.7	-3.9	3.1	14.3	19.4	-1.2
CCN(CC(=O)Nc1ccccc1OC)CC(=O)Nc1ccccc1-c1ccccc1	x	5.0	-3.3	4.3	-6.5	-5.9	-1.7	4.2	-6.2	-2.8
CCOC(=O)CNC(=O)Cn1cnc2c(nnn2-c2cccc(OC)c2)c1=O	x	x	-1.9	-0.8	-5.2	-2.5	0.3	13.1	-9.3	-1.6
O=C(Oc1ccc2ccccc2c1)c1cncc(Br)c1	x	5.4	-4.1	-6.8	3.6	3.1	1.9	0.0	7.8	1.5
O=c1c2ccccc2nc(SCc2cn3ccsc3n2)n1-c1ccc(F)cc1	11.7	-3.9	1.4	-1.4	10.1	-3.4	0.1	8.6	-14.8	-1.9
COc1ccc(CC(=O)Oc2ccc(Br)cc2F)cc1S(=O)(=O)N1CCOCC1	-1.1	2.6	-10.9	x	-3.9	-2.6	0.1	-16.7	x	-1.5
Cc1ccc(NC(=O)CCN2C(=O)C3CCCCC3C2=O)cc1[N+](=O)[O-] (stereo not drawn)	2.5	3.8	-2.2	13.8	4.9	-2.6	-1.0	-9.9	x	-2.8
CC(=O)NC1c2ccccc2C(=O)N1Cc1ccccc1 (stereo not drawn)	-0.1	3.7	-10.6	4.7	-12.9	-1.0	1.8	4.8	33.6	-2.0
CCOc1ccc(Cc2n[nH]c(=S)n2N)cc1	x	-0.8	-7.5	0.2	-10.8	-4.8	-3.6	-1.0	-10.1	0.3
CCOC(=O)N1CCN(C(=O)c2ccc3nc(N4CCC(C)CC4)sc3c2)CC1	0.1	9.2	-4.0	10.0	-3.9	-3.8	4.8	-8.4	43.7	-1.5
COc1c2ccoc2c(OC)c2oc(=O)ccc12	1.0	-9.3	2.2	-1.4	6.9	-1.0	6.2	12.0	6.5	-0.3
COc1cc(S(=O)(=O)N2CCOCC2)c(OC)c(S(=O)(=O)N2CCOCC2)c1	0.0	-1.4	-1.9	3.0	5.0	0.7	1.5	12.4	x	1.5
COc1ccccc1/C=C/C=N/n1c(-c2ccc(C)cc2)n[nH]c1=S	x	1.9	4.1	-8.7	16.2	-1.4	-0.1	0.7	-0.8	-0.1
C[C@@H]1CN([C@@H](C)CO)C(=O)CCCn2nncc2CO[C@H]1CN(C)S(=O)(=O)c1ccc2ccccc2c1	0.4&0.3&-1.2	x	19.8	-5.0	19.6	-2.2	3.9	-3.3	x	x
O=C(NCCCn1ccnc1)C(F)(F)C(F)(F)C(=O)NCCCn1ccnc1	-2.5	-10.1	-13.5	3.8	-10.1	1.4	-1.9	0.1	33.0	-0.1
CCOc1cc(CNn2cnnc2SCC(=O)NC(C)(C)C)ccc1OCC(=O)NC(C)(C)C	0.6	2.4	-10.5	-6.0	6.1	-2.4	-1.1	-2.4	10.6	0.0
CSc1ccccc1NC(=O)COC(=O)c1c[nH]c(=O)[nH]c1=O	-1.7	4.0	-9.9	-0.2	4.6	-2.3	1.0	-2.3	9.5	-1.1
O=C(O)c1ccc(CNC(=O)c2ccccc2NC(=O)c2cccc([N+](=O)[O-])c2)cc1	x	4.6	3.7	-1.6	1.6	-2.3	3.0	19.4	9.8	1.3
O=C(N/N=C/c1cccnc1)c1cc(-c2cccs2)nc2ccccc12	8.7	-9.9	-72.8	-3.2	16.3	-7.1	56.0*	7.4	-1.8	1.9
Cc1ccc(NC(=O)CSc2nsc(SCC(=O)Nc3ccc(C)cc3C)c2C#N)c(C)c1	x	3.2	-7.5	-1.6	6.9	-0.6	2.8	-40.9	18.1	4.3
CN(C)c1nc(N(C)C)nc(N2CC(CCl)OC2=N)n1 (stereo not drawn)	x	-4.7	1.9	-0.2	1.9	-0.7	1.1	2.2	0.9	2.2
CCOC(=O)Cc1csc(SCc2nc3sc4c(c3c(=O)[nH]2)CCC4)n1	1.2	0.6	4.7	-4.5	-6.0	-2.5	1.9	-1.1	-16.6	-0.4
COC(=O)c1c(N2C(=O)Nc3ccccc3N2O)sc(C)c1C	12.2	9.0	13.7	1.8	17.9	-0.1	0.5	-5.0	31.3	-2.2
Cc1ccsc1C(=O)N1CCc2ccccc2C1	1.6	6.7	-5.1	-3.4	1.7	x	4.1	-1.8	-19.1	-0.8
